# GSK3beta inhib = human GSK3beta kinase inhibitors, primary screen, biochemical, cell-free homogeneous, HTS; 300,000 compounds, 0.038% hits; activity score (negative = inhibition), % at 10 µM; Glycogen synthase kinase-3 beta (Homo sapiens), P49841; GST-GSK3beta kinase, ADP-Glo luminescence, 60 min; hits give low values;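 active = more than half of replicate wells score below -50%, meaning over 50% inhibition versus plate controls; inconclusive = some replicates but at most half score below -50%; inactive = no replicate scores below -50%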;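 also: 0% = median DMSO wells and -100% = median GW8510 positive control wells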
# Target sequence (P49841 whole entry, looked up): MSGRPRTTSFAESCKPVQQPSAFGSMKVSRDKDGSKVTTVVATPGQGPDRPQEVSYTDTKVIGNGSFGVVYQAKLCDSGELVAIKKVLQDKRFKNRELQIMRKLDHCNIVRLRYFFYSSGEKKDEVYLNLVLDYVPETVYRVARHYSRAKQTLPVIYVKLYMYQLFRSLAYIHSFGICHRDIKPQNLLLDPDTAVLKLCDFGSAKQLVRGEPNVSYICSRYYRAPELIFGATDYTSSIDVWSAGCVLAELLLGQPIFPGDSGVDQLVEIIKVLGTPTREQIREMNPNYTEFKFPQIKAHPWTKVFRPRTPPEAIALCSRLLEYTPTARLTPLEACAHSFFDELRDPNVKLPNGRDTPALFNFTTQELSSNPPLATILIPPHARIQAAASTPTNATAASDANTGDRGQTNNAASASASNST
#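 Assay system: GST-fused GSK3beta enzyme, cell-free / Medium: Tris pH 7.5 buffer with MgCl2, DTT, BSA, heparin / Also added: peptide substrate plus 25 µM ATP (final) / Compound: 10 µM single point / Timing: kinase reaction with compound 60 min at room temperature / Detection: ADP-Glo luminescence / Benchmarks: DMSO neutral wells and GW8510 at 20 µM as positive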
# aSyn UTR inh = MLPCN primary screen, SNCA 5' untranslated region; alpha-synuclein 5'UTR reporter, inhibitor activity; inhibition, % (tested at 7.5 µM); 300,000 compounds, 0.82% hits; in the data active = inhibition above about 60%; inconclusive = no clear call, values can overlap the other calls;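 also: H4 neuroglioblastoma cells stably carrying SNCA 5'UTR luciferase fusion; 0% = DMSO wells and 100% = positive control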
# HSF-1 act = HSF-1 activators, primary screen, NIH3T3-HGL cells, MG132 stress, luminescence, single point; NIH3T3-HGL HSF-1 luciferase reporter, 8 h; 100% = twice DMSO control signal; activation, % at 9 µM; 300,000 compounds, 1.7% hits; AID 504408, 2011;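 active = mean replicate activation of at least 50% with a set share of replicates each reaching 50%; inconclusive = only one of those two conditions met; inactive = mean below 50% and too few replicates reaching it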;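 also: 0% = median of the neutral control wells and 100% = twice that signal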
# AI-2 QS mod = Vibrio harveyi AI-2 quorum sensing modulators, primary screen, JMH597 strain, luminescence/OD600 ratio; activity change, % at 7.5 µM; 300,000 compounds, 0.4% hits; Vibrio harveyi JMH597 AI-2 luminescence/OD600 ratio, 9 h; hits give low values; strain lacks LuxN and CqsS sensors; 0 = neutral-control median; AID 2094, 2009; in the data active = activity change below about -75%, passing the limit was not always enough; inconclusive = no clear call, values can overlap the other calls;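 also: luminescence divided by OD600 gain over 9 h not by final OD600 alone; inactives centre near 13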
# KLF5 inh = KLF5 expression inhibitors, primary screen, DLD-1 cells, luminescence | DLD-1 KLF5 promoter-luciferase reporter | inhibition, % at 5 µM | 290,000 compounds, 0.23% hits | AID 1700, 2009;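 active = inhibition above a per-plate limit of that plate's mean compound inhibition plus 3 SD, cut at about 60% in these data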;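 also: 0% = DMSO wells and 100% = LY294002 at 200 µM; higher means less KLF5 promoter-driven luciferase light; inactives centre near -14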
# GSK3A inh = blockers of GSK3A enzyme activity – biochemical, luminescence, cell-free homogeneous, HTS, primary screen; GSK-3 alpha kinase, ADP-Glo luminescence, 60 min; inhibition, % at 10 µM; 320,000 compounds, 0.1% hits; AID 2650, 2010;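 in the data active = inhibition above about 50%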;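 also: GST-tagged GSK-3 alpha with peptide substrate and 25 µM ATP; 0% = DMSO neutral wells and 100% = GW8510 positive control wells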
# Target sequence (P49840 whole entry, looked up): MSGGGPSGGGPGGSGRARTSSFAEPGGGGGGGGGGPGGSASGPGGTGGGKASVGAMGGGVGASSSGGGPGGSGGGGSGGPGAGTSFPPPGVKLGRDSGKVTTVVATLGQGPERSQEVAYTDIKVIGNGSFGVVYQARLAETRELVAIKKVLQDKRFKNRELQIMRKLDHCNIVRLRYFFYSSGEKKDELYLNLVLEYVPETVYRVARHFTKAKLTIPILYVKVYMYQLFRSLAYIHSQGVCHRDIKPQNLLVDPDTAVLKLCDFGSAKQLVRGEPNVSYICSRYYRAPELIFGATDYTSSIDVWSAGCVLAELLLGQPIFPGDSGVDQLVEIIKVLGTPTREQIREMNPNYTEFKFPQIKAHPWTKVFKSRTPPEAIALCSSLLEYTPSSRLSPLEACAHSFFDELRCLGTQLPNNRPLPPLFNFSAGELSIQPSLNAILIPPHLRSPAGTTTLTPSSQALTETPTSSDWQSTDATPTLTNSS
# HSF1 inhib = HSF1 inhibitors in luciferase reporter cells, primary screen, cell-based, NIH3T3, luminescence. AID 2098, 2009. activity change, negative = inhibition, % at 7.5 µM (by protocol). NIH3T3-HGL HSE-luciferase, MG132-induced, luminescence 8 h; hits give low values. 300,000 compounds, 0.77% hits;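 active = more than half of replicate wells show activity change below -50%, luminescence cut by over half; inconclusive = some wells, but at most half, below -50%; inactive = no replicate well below -50%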;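 also: luciferase reports HSF-1 transcriptional activity via heat shock element; 0% = median of DMSO wells and -100% = zero luminescence signal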
# IEC-6 tox = cytotoxicity in IEC-6 intestinal epithelial cells, primary screen, cytotoxicity control for KLF5 inhibitor project, cell-based, luminescence. AID 1825, 2009. IEC-6 cytotoxicity, luminescence viability. 290,000 compounds, 0.78% hits. inhibition, % at 5 µM; in the data active = inhibition above about 22%;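 also: 0% = plate median of test compound wells and 100% = cytotoxic reference compound wells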
# HSP90 inh = HSP90 inhibitors, primary screen, cell lysate, luminescence; 290,000 compounds, 0.91% hits; Rabbit reticulocyte lysate, luciferase refolding luminescence, 3 h; inhibition, % at 5.6 µM; AID 1789, 2009;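 active = inhibition above the screen-wide mean plus 3 SD, computed separately per campaign, cut at about 16% in these data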;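 also: 0% = DMSO wells and 100% = 60 µM geldanamycin wells; inhibitors lower the luminescence because luciferase stays unfolded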
# HIF act = HIF pathway transcriptional activators, primary screen, cell-based, U2OS HRE-luciferase, luminescence; U2OS HRE-luciferase reporter; normalized: DMSO 0%, desferrioxamine 100%; activation, % at 7.5 µM (by protocol); 300,000 compounds, 0.32% hits;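 active = mean activation of at least 10% of the iron chelator positive control signal, with at least half of replicates also reaching 10%; inconclusive = mean and replicate majority disagree about reaching 10%; inactive = mean and most replicates under 10%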
# * marks the source's active call; other numbers are inactive results; ? = inconclusive; . = not tested or not shown.
No.	molecule	GSK3beta inhib	aSyn UTR inh	HSF-1 act	AI-2 QS mod	KLF5 inh
1	CCOC(=O)CCc1c(C(=O)OCC)[nH]c(CC)c1C(=O)OCc1ccccc1	-2	37	25	-6	-20
2	CSc1ccccc1C(=O)N1CCOCC1	-1	10	-12	6	-23
3	CC1CCCCC1NC(=O)C1CCC(CNS(=O)(=O)c2ccc(F)cc2)CC1 (stereo unspecified)	2	7	3	6	-3
4	CSCC[C@H](NC(=O)N1C[C@H]2C[C@@H](C1)c1cccc(=O)n1C2)C(=O)Nc1ccc(NC(C)=O)cc1	-3	-2	-5	26	-22
5	CC(c1nnc(SCC(=O)N2CCc3ccccc32)n1-c1ccc(Cl)cc1)N(C)C (stereo unspecified)	2	10	1	15	-3
6	CC(C)C(=O)NCCn1ccc2ccccc21	-1	15	-34	20	10
7	CN(C)c1ccc(C(=S)N2CCCCCC2)cc1	4	-16	3	1	-26
8	O=C(Nc1cc(S(=O)(=O)N2CCOCC2)ccc1N1CCOCC1)C1CCCO1 (stereo unspecified)	-2	-14	1	11	-5
9	CC(C)CC(=O)Nc1ccc2nn(-c3ccccc3)nc2c1	-3	-178	60*	15	-207
10	O=C(Oc1ccc2[nH]cc(CCN3C(=O)c4ccccc4C3=O)c2c1)c1ccco1	-6	-26	15	9	-59

No.	GSK3A inh	HSF1 inhib	IEC-6 tox	HSP90 inh	HIF act
1	2	0	0	-2	-0.3
2	-13	-4	-3	1	-0.4
3	0	0	-1	-1	0.1
4	-2	-7	0	-4	-0.1
5	0	4	6	3	0.0
6	0	-11	5	3	0.0
7	-2	-8	-3	5	0.4
8	-1	-2	1	-2	-0.9
9	0	27	-6	-4	2.0
10	-3	9	2	-2	.

# Other records.
No.	molecule	GSK3beta inhib	aSyn UTR inh	HSF-1 act	AI-2 QS mod	KLF5 inh
11	O=C(Nc1nnc(SCC(=O)N2CCOCC2)s1)C1CC(=O)N(c2ccccc2)C1 (stereo unspecified)	2	-4	8	24	4
12	Cc1cccc(C)c1N1C(=O)C(Cl)=C(N2CCCC2)C1=O	0	4	16	11	-28
13	Cc1ccc(NC(=O)N2CCCC2C(=O)NCc2ccccc2Cl)cc1 (stereo unspecified)	2	-5	3	11	-11
14	COC(=O)CC1C(=O)NCCN1C(=O)CSc1nnc(Nc2ccc(C)cc2)s1 (stereo unspecified)	0	5	5	6	-43
15	O=C(COC(=O)Cc1ccc(F)cc1)NC(=O)c1ccccc1	1	4	-11	22	.
16	COc1ccc(C(=O)Nc2c(-c3ccccc3)nc3ccccn23)c(OC)c1	-1	9	8	25	-19
17	COc1ccccc1N1CCN(C(=O)CSc2nnc3c4ccccc4n(CC(=O)O)c3n2)CC1	9	15	-3	3	-37
18	Cc1ccc(NC(=O)COC(=O)/C(=C/c2cccs2)c2cccs2)cc1S(=O)(=O)N(C)C	18	-17	8	44	1
19	Cc1nn(C)c(N)c1-c1ccccc1	-1	22	-15	32	-34
20	Cc1cnnc2c1-c1nonc1CC2	0	0	8	10	-22

No.	GSK3A inh	HSF1 inhib	IEC-6 tox	HSP90 inh	HIF act
11	-1	-6	1	-1	-0.6
12	2	11	-3	1	-16
13	-2	5	-2	-1	-0.2
14	-4	-4	-6	2	1.4
15	-1	-7	.	.	-0.1
16	2	-1	0	3	-10
17	1	-4	4	-4	0.0
18	-2	5	-7	4	0.6
19	-1	-1	0	-2	0.2
20	-2	3	2	0	-0.4

# Other compounds:
No.	molecule	GSK3beta inhib	aSyn UTR inh	HSF-1 act	AI-2 QS mod	KLF5 inh
21	O=C(N1CCN(c2ccccc2)CC1)C(F)(F)C(F)F	-1	5	-4	12	-21
22	CCN(CC)S(=O)(=O)c1cccc(C(=O)N[C@H](C(=O)O)C(C)C)c1	1	15	-14	11	-15
23	CCN1CCN(c2c(C(=O)c3ccc(OC)cc3)cnc3ccccc23)CC1	2	-2	-4	27	5
24	CCCCNC(=O)C1CCCN1S(=O)(=O)c1cccc2nsnc12 (stereo unspecified)	5	-13	35	21	-6
25	O=C(NNC(=O)c1ccccc1Cl)c1ccco1	1	-59	-1	-2	-51
26	Cn1c(NC(=O)c2cccc(Cn3cc(Cl)cn3)c2)nc2ccccc21	1	-59	-21	24	-76
27	O=C(CSc1nnc(-c2cccs2)n1-c1ccccc1)Nc1ccccc1	-6	-12	16	7	3
28	Cc1ccc(NC(=O)CSc2nccc(=O)[nH]2)c(S(=O)(=O)N2CCOCC2)c1	-11	0	5	31	-18
29	COC(=O)c1sc(-c2ccc(Cl)cc2)cc1N	0	-101	31	12	-116
30	C=CCSc1nc2c(c(=O)n(C)c(=O)n2C)n1CC	3	17	-5	11	-24

No.	GSK3A inh	HSF1 inhib	IEC-6 tox	HSP90 inh	HIF act
21	-4	12	6	4	0.2
22	-3	-6	0	3	2.9
23	.	-1	0	-2	-0.2
24	2	16	1	0	-0.3
25	-5	0	0	-2	0.9
26	-1	-21	4	5	-1.7
27	-5	7	2	1	0.6
28	.	3	3	-4	-0.1
29	-1	9	5	1	2.1
30	-2	-10	-7	1	0.0

# Next section:
No.	molecule	GSK3beta inhib	aSyn UTR inh	HSF-1 act	AI-2 QS mod	KLF5 inh
31	CCOC(=O)C(NC(=O)CC)(Nc1ccc(S(N)(=O)=O)cc1)C(F)(F)F (stereo unspecified)	3	5	-23	-8	-12
32	COc1cccc(C(=O)NNC(=O)CCC(=O)O)c1	-3	-12	-16	5	-9
33	CN1C(=O)N(C)C(c2ccccc2Cl)C2=C1CC(C)(C)CC2=O (stereo unspecified)	2	8	13	11	-21
34	CC(CCc1ccccc1)NC(=O)C(=O)NCCO (stereo unspecified)	0	-2	-6	16	-13
35	O=C(CN1CCCCC1)Nc1nc(-c2ccc(F)c(F)c2)cs1	0	-99	-4	11	-31
36	CCc1nnc(NC(=O)CSc2nnc(C(C)NC(=O)c3ccccc3F)n2C)s1 (stereo unspecified)	-1	-27	-11	23	-4
37	Cc1c(N(C)C(=O)COc2ccc3ccccc3c2)c(=O)n(-c2ccccc2)n1C	-3	11	-19	-5	14
38	COc1ccccc1-n1c(SCC(=O)N2CCCCC2)nc(O)c(Cc2ccccc2)c1=O	.	4	5	13	-38
39	COc1ccc(-c2nnc3ccc(SCc4ccccc4)nn23)cc1	0	2	16	35	-27
40	COc1cc(CN2CCNC(=O)C2CC(=O)O)cc(OC)c1 (stereo unspecified)	2	-34	-4	14	-12

No.	GSK3A inh	HSF1 inhib	IEC-6 tox	HSP90 inh	HIF act
31	-3	0	0	1	-0.7
32	-4	5	0	1	0.0
33	-1	0	0	0	0.0
34	-2	-11	-1	0	-0.7
35	-3	-1	0	1	1.9
36	-1	1	3	0	0.0
37	0	-8	2	2	-0.3
38	-2	2	0	-1	-1.2
39	0	-4	1	10	-0.3
40	1	-5	1	4	-0.3

# Given with values under each structure: part of the list above
# The line under a structure holds: GSK3beta inhib, aSyn UTR inh, HSF-1 act, AI-2 QS mod, KLF5 inh, GSK3A inh, HSF1 inhib, IEC-6 tox, HSP90 inh, HIF act
34: CC(CCc1ccccc1)NC(=O)C(=O)NCCO (stereo unspecified)
→ 0, -2, -6, 16, -13, -2, -11, -1, 0, -0.7
35: O=C(CN1CCCCC1)Nc1nc(-c2ccc(F)c(F)c2)cs1
→ 0, -99, -4, 11, -31, -3, -1, 0, 1, 1.9
36: CCc1nnc(NC(=O)CSc2nnc(C(C)NC(=O)c3ccccc3F)n2C)s1 (stereo unspecified)
→ -1, -27, -11, 23, -4, -1, 1, 3, 0, 0.0
37: Cc1c(N(C)C(=O)COc2ccc3ccccc3c2)c(=O)n(-c2ccccc2)n1C
→ -3, 11, -19, -5, 14, 0, -8, 2, 2, -0.3
38: COc1ccccc1-n1c(SCC(=O)N2CCCCC2)nc(O)c(Cc2ccccc2)c1=O
→ ., 4, 5, 13, -38, -2, 2, 0, -1, -1.2

# Going on with the list.
No.	molecule	GSK3beta inhib	aSyn UTR inh	HSF-1 act	AI-2 QS mod	KLF5 inh
41	NC(=O)N/N=C1\c2ccccc2-c2c(C(N)=O)cccc21	2	9	1	10	-40
42	Cc1cc(C)c(S(=O)(=O)Nc2cccc(/C=C/C(=O)O)c2)c(C)c1	0	6	83*	30	-19
43	COc1ccc(C(C[N+](=O)[O-])c2c(C)cc3ccccn23)c(OC)c1 (stereo unspecified)	3	5	22	4	10
44	O=C(NC1CCCC1)C(c1ccccc1)N(Cc1cccnc1)C(=O)Cc1cccs1 (stereo unspecified)	-1	-21	55*	20	10
45	COc1cccc(C2Oc3ccccc3C3CC(c4cccs4)=NN32)c1 (stereo unspecified)	0	-34	-2	26	-16
46	COC(=O)NCC(C)OC(=O)Nc1ccc(Cl)cc1 (stereo unspecified)	0	-95	12	15	-42
47	COC(=O)c1ccc(COc2ccc(/C=N/Nc3cccc(C(=O)O)c3)cc2)cc1	2	-84	9	22	-163
48	O=C(Oc1ccccc1)N1CCN(C(=O)c2ccco2)CC1	-2	0	0	28	-31
49	CCOC(=O)c1sc2nc(C)nc(SCC(=O)NC3CCS(=O)(=O)C3)c2c1C (stereo unspecified)	-4	-30	?	-1	-32
50	CC(=O)Nc1nn(C)c2nc3ccc(C)cc3cc12	-5	4	-16	10	-31
51	CSCCCN1CCCC(CO)(Cc2ccccc2F)C1 (stereo unspecified)	2	-14	-3	8	-29
52	Cn1c(Cn2nnc3ccccc32)nnc1SCC(=O)N1c2ccccc2CCc2ccccc21	0	12	18	3	-15

No.	GSK3A inh	HSF1 inhib	IEC-6 tox	HSP90 inh	HIF act
41	5	1	-1	-2	0.7
42	-3	41	-18	-6	-33
43	-1	21	-1	3	0.5
44	-4	17	-4	0	-0.1
45	-3	6	2	0	2.7
46	-1	13	9	2	1.2
47	-3	7	-9	23*	1.0
48	-2	4	-10	-1	-21
49	1	15	5	-1	-0.3
50	7	-9	1	-2	-3.0
51	0	-10	-8	-6	-8.7
52	-2	10	-1	2	-0.4

# Screens from PubChem BioAssay.

# Rows are unselected, and some 4.7% of all compounds hit somewhere here.
